High-throughput results: PubChem BioAssay, several laboratories
Mac1 fbg enh: CD11b/CD18-fibrinogen binding enhancement. P05107+P11215. actives 0.07% (n = 93,000). K562 CD11b/CD18 adhesion to fibrinogen, ATPlite luminescence. activation, % at 10 µM;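 active = 10 µM primary screen giving 50% or more activity, confirmed by 40% or more on retest at that dose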; note: strong numbers were not always called active; reference of the scale not given here
MT1-MMP txn act: activates MT1-MMP transcription; HT1080 MT1-MMP promoter luciferase reporter, luminescence, overnight; active compounds read high; activation factor at 10 µM; actives 0.16% (n = 86,000); AID 750;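 active = activation factor of at least 2 for MT1-MMP transcription at 10 µM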
sEH inhibitor: blocks human soluble epoxide hydrolase activity | recombinant human sEH enzymatic activity assay | inhibition, % at 2 µM | P34913 | actives 0.34% (n = 91,000) | AID 707; in the data active = inhibition above about 80%; note: values of inactives mirror those of a sister screen read the other way; many of its hits are not listed in these tables
ERb SRC1 inh: blocks coactivator binding to human estrogen receptor beta | AID 633 | inhibition, % at 25.6 µM | actives 1.3% (n = 86,000) | TR-FRET ER-beta LBD / SRC1-Cy5 peptide binding; receptor agonist-loaded with 1 µM estradiol | Q92731;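 active = compounds whose percent inhibition of the receptor-coactivator binding signal exceeds about 50% in the single-dose screen, limit read from the data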;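 note: 0% = receptor plus peptide wells without compound and 100% = peptide-only wells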
Target sequence (Q92731 whole entry, looked up, the tested form may be a part): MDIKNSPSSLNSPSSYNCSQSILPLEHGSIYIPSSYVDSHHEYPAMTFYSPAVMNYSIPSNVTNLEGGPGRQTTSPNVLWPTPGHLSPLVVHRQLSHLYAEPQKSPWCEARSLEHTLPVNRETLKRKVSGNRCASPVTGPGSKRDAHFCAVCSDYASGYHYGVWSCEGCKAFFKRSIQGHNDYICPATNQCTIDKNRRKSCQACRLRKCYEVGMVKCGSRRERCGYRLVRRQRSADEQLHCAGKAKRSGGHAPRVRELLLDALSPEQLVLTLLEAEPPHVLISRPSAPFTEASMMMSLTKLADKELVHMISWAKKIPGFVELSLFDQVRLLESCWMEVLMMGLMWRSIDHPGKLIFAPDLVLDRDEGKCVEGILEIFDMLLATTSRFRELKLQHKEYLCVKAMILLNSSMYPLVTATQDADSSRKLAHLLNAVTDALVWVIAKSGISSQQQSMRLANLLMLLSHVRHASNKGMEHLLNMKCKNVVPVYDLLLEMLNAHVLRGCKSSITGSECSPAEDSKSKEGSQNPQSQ
Smad3 inh: inhibitors of human Smad3 transcription factor binding | inhibition, % at 25 µM | P84022 | TR-FRET Smad3/Dy647-FoxH1 peptide binding, europium anti-His | actives 0.29% (n = 88,000);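 active = compounds that reduce the energy-transfer binding signal between the protein and its labelled peptide by more than half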;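 note: 0% = Smad3 plus labelled peptide maximal FRET and 100% = peptide-only background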
Target sequence (P84022 whole entry, looked up): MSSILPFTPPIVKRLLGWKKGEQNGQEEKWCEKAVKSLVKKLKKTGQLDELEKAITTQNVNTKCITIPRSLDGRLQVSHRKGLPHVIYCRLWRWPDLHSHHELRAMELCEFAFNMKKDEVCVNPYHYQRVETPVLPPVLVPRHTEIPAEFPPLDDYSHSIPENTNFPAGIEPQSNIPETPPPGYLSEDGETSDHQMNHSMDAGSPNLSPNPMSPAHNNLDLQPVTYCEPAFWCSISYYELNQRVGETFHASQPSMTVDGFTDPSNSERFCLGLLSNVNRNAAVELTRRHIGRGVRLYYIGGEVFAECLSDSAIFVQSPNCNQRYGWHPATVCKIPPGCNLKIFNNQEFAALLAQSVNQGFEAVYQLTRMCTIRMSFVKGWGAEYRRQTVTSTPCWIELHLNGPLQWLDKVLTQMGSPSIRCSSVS
Candida biofilm: kills Candida albicans biofilms; inhibition, % at 6 µM; C. albicans biofilm + clotrimazole, Alamar Blue; actives 0.14% (n = 85,000); AID 834;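 active = inhibition above 20%; inactive = inhibition below 20%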;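 note: preformed 24 hr biofilms exposed to compound for 48 hr; 0% = biofilm without compound and 100% = blank killed by clotrimazole plus chlorhexidine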
sEH act: soluble epoxide hydrolase (human) activation. P34913. purified human sEH enzymatic activity, activator screen. activation, % at 2 µM. actives 0.04% (n = 91,000); in the data active = activation above about 37%; note: values of inactives mirror those of a sister screen read the other way
Mac1 fbg inh: blocks human CD11b/CD18 adhesion to fibrinogen; inhibition, % at 10 µM; P05107+P11215; actives 0.54% (n = 93,000); K562 CD11b/CD18 adhesion to fibrinogen, ATPlite luminescence; Mn2+ added to activate the integrin;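 active = primary inhibition of 50% or more at 10 µM, then 40% or more on retest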; note: some results filed as inactive read as strong as hits
ERa coact pot: enhances coactivator binding to human estrogen receptor alpha; actives 1.3% (n = 86,000); coactivator binding (% of control), % at 25.6 µM; P03372; TR-FRET ERalpha-LBD/SRC-Cy5 coactivator binding, 2 h; 100 = basal binding, no effect; in the data active = activity above about 200%;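 note: binding measured in presence of low estradiol as agonist stimulus; 0% = peptide alone without receptor and 100% = receptor with peptide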
* hit, by the source's call; . = not tested or not shown; [ ] = dose if it differs, or a comment.

SMILES	Mac1 fbg enh	MT1-MMP txn act	sEH inhibitor	ERb SRC1 inh	Smad3 inh	Candida biofilm	sEH act	Mac1 fbg inh	ERa coact pot
COc1ccc(S(=O)(=O)N(C)CC(=O)NC2CCCC2)cc1Cl	2	1.1	8	-10[fluorescence artefact?]	4	4	-5	5	96
O=C(COc1ccc(S(=O)(=O)N2CCCCC2)cc1)NCc1cccnc1	-2	1	-12	-5	14	3	8	-28	111
O=C(NC1CCCCCC1)c1cccs1	.	1.3	12	-9	2	1	-12	.	112
CCOc1ccc2[nH]c(=O)c(CN(CCO)C(=O)c3ccc(Br)cc3)cc2c1	3	.	1	.	.	.	0	12	.
O=C(NCc1ccccc1)c1cc(=O)nc2sc(-c3ccccc3)nn12	-4	1.3	3	-2	3	9	0	5	80[fluorescence artefact?]
CCOC(=O)N1CCN(C(=O)c2cc(S(=O)(=O)N3CCCC3)cn2C)CC1	5	1	-9	-2[fluorescence artefact?]	-7	-3	8	10	108
CCOC(=O)CNc1nc(OCC#N)nc(N2CCOCC2)n1	-3	0.9	-9	-2	6	3	9	8	117
CCOC(=O)C1=C(N)Oc2c(c(=O)[nH]c3ccccc23)C1c1ccccc1 (stereo unspecified)	-2	1.2	-5	33	25[fluorescence artefact?]	5	4	-4	116
C=CCNC(=O)C(C(=O)OCC)C1CCCCC1 (stereo unspecified)	.	1.1	-20	-3[fluorescence artefact?]	2	2	18	.	108
CCCOc1ccccc1C1CC(=O)NC(C)=C1C(=O)OCC(C)C (stereo unspecified)	.	1.2	-10	-1	8	2	10	.	125

Reformatted comma-delimited: part of the list above.
Structure,Mac1 fbg enh,MT1-MMP txn act,sEH inhibitor,ERb SRC1 inh,Smad3 inh,Candida biofilm,sEH act,Mac1 fbg inh,ERa coact pot
CCCOc1ccccc1C1CC(=O)NC(C)=C1C(=O)OCC(C)C (stereo unspecified),.,1.2,-10,-1,8,2,10,.,125
C=CCNC(=O)C(C(=O)OCC)C1CCCCC1 (stereo unspecified),.,1.1,-20,-3[fluorescence artefact?],2,2,18,.,108
COc1ccc(S(=O)(=O)N(C)CC(=O)NC2CCCC2)cc1Cl,2,1.1,8,-10[fluorescence artefact?],4,4,-5,5,96
O=C(NC1CCCCCC1)c1cccs1,.,1.3,12,-9,2,1,-12,.,112
O=C(NCc1ccccc1)c1cc(=O)nc2sc(-c3ccccc3)nn12,-4,1.3,3,-2,3,9,0,5,80[fluorescence artefact?]
CCOC(=O)C1=C(N)Oc2c(c(=O)[nH]c3ccccc23)C1c1ccccc1 (stereo unspecified),-2,1.2,-5,33,25[fluorescence artefact?],5,4,-4,116

Other compounds:
SMILES	Mac1 fbg enh	MT1-MMP txn act	sEH inhibitor	ERb SRC1 inh	Smad3 inh	Candida biofilm	sEH act	Mac1 fbg inh	ERa coact pot
O=C1N=C(N2CCOCC2)CS1	10	1.1	1	3	4	10	0	-34	127
O=C(Nc1ccc(Cl)cc1)N1CCSc2ccccc21	-2	.	28	.	.	.	-27	12	.
COc1ccc(NC(=O)CSc2nc3ccccc3c(=O)n2-c2ccc3c(c2)OCO3)c(OC)c1	-3	1	6	20[fluorescence artefact?]	13	7	-6	-1	108
Cc1nc(NC(=S)NC(=O)c2ccccc2)sc1C(=O)N(C)C	-2	.	-6	.	.	.	8	1	.
CCCCCc1ccc(CC(=O)Nn2c(C)nc3ccccc3c2=O)cc1	-3	1	-17	-7	-3	0	17	88*	96
Nc1nonc1/C(=N/O)N1CCCC1	3	1	2	.	.	.	-2	-12	.
Cc1cc(C)n(CC(O)COCc2ccco2)n1 (stereo unspecified)	1	1.1	2	-10	5	3	-2	5	120
O=C1CCc2cc(S(=O)(=O)NC(Cc3ccccc3)C(=O)NCC3CCCO3)ccc2N1 (stereo unspecified)	2	1.1	0	2	-2	4	0	12	93
COc1ccc(-c2noc(CSc3nnc(CCc4ccccc4)n3-c3ccccc3)n2)cc1OC	7	1.1	7	-4	0	4	-5	10	101
CC1(C)CC(=O)c2cc(OCC(=O)NCCCN3CCN(c4ccc(F)cc4)CC3)ccc2O1	-4	0.9	-9	-7	-3	1	11	16	105
O=C(CCCN1C(=O)c2ccccc2C1=O)N1CCc2ccccc2C1	-1	1	-12	-7	1	3	12	5	122[fluorescence artefact?]
CCOc1ccc(N2C(=O)CC(SCCN)C2=O)cc1 (stereo unspecified)	0	1.2	0	0	-18	7	-1	-12	103
CCC1CCCCN1Cc1ccc(CNS(=O)(=O)c2ccc3c(c2)oc(=O)n3C)o1 (stereo unspecified)	2	1.1	.	8[fluorescence artefact?]	6	2	.	-13	100
CC(C)COC(=O)C1C2C=CC3(CN(C(C)c4ccc(Br)cc4)C(=O)C13)O2 (stereo unspecified)	13	1.1	.	42	4	10	.	15	71
COc1ccccc1N1CCN(C(=O)c2sc3nc(-c4ccc(F)cc4)cn3c2C)CC1	-4	0.9	.	-6	10	1	.	49	101
Cc1ccc(CNC(=O)C2CCCN(S(=O)(=O)c3c(C)n[nH]c3C)C2)cc1 (stereo unspecified)	-4	1.1	7	3[fluorescence artefact?]	-14	2	-7	0	114
COC(=O)c1sc2cc(C(F)(F)F)cnc2c1-c1ccccc1	-1	.	7	.	.	.	-6	-5	.
O=C(CN1C(=O)CC(c2ccccc2)=Nc2ccccc21)NCc1ccco1	-2	0.9	-11	4	6	5	11	-12	88
CC(Sc1nc(-c2ccccc2)cc(C(F)(F)F)n1)C(=O)N1CCCCC1 (stereo unspecified)	.	1.1	-2	-5	6	4	3	.	78
COc1ccc(C(=O)n2cnnc2N)cc1	-3	1.1	5	0	10	3	-6	2	103
O=C(NC1CCCC1)C(c1ccc(Cl)cc1)N1CCc2ccccc21 (stereo unspecified)	-1	.	-7	-1	0	1	6	-17	105
CC(=O)N1CCN=C1SCc1ccccc1	-4	1.1	.	4	-4	5	.	-7	263*[fluorescence artefact?]
CCOC(=O)c1cc(NC(=O)c2cnccn2)cc(C(=O)OCC)c1	38	1.1	5	9	3[fluorescence artefact?]	2	-4	22	179
CCOCCCNC(=O)C(NC(=O)CNC(C)=O)c1ccc(C)cc1 (stereo unspecified)	1	1.2	17	-11	-2	2	-15	-6	121[fluorescence artefact?]
CCN1CCN(Cc2ccc(NC(=O)CC3Oc4ccc(C)cc4NC3=O)cc2)CC1 (stereo unspecified)	6	1	.	-1	-10	2	.	-12	91
COc1cc(/C=C(\C#N)c2nc3ccccc3[nH]2)ccc1Oc1ccc([N+](=O)[O-])cn1	15	.	1	.	.	.	2	20	.
O=C(c1ccc(CN2CCc3ccccc3C2)cc1)N1CCc2ccccc2C1	0	.	0	.	.	.	1	10	.
COC(=O)C1CN(S(=O)(=O)c2ccc(C)cc2)CCN1S(=O)(=O)c1ccc(C)cc1 (stereo unspecified)	2	1.1	7	3	5	4	-6	-6	161
CC(=O)c1cccc(NC(=O)N2C3CCC2CC(O)(c2cccnc2)C3)c1 (stereo unspecified)	2	1.1	4	0	11	4	-10	-50	149[fluorescence artefact?]
CCOCCCNC(=O)C(Cc1ccccc1)NC(=O)c1ccco1 (stereo unspecified)	-1	1.1	-10	-2	6	-3	13	-27	136
O=C(Oc1c(Cl)cc(Cl)c2cccnc12)c1ccco1	-2	1.2	4	7	7	2	-3	0	80
CC1CC(C)CN(CCCNC(=O)c2ccc(CS(=O)(=O)Cc3ccccc3F)o2)C1 (stereo unspecified)	2	1.2	3	2[fluorescence artefact?]	2	8	-3	-7	96
CCCCOc1ccccc1Cn1c(=O)oc2ccccc21	5	1	6	1	-19	-3	-4	-27	80[fluorescence artefact?]
COc1ccc(S(=O)(=O)Nc2ccc3c(c2)OCO3)cc1Cl	3	1.2	-2	15[fluorescence artefact?]	9	3	5	-34	91[fluorescence artefact?]
CC(=O)c1cnc2c(-c3ccc(Cl)cc3)c(C)nn2c1C	.	1.1	7	-51	5[fluorescence artefact?]	4	-5	.	124
Clc1ccccc1Nc1c2c(nc3ncnn13)CCC2	-5	1.1	.	43	-7	6	.	7	91
CCC(=O)NCCCCCCNC(=O)CC	1	1.1	-5	8	9	6	2	-4	95
COc1ccc(S(=O)(=O)NCCC(=O)NCc2ccc(F)cc2)cc1	-2	1.1	-3	-2[fluorescence artefact?]	-1	5	1	16	128
COc1ccc2c(C(=O)CN(C)C3CCCCC3)c[nH]c2c1	.	1	4	1	12	9	-2	.	116
Cc1cc(C(=O)NCCC2=CCCCC2)no1	0	1.3	2	-18[fluorescence artefact?]	11[fluorescence artefact?]	8	0	11	107
CSc1ccccc1-n1nnnc1SCc1ccccc1	1	1	3	-16	-3	2	0	15	104
O=C(Nc1ccccc1)C1=C(N2CCOCC2)/C(=C/c2cccnc2)CC1	-5	.	4	5	-3	5	-6	-3	84[fluorescence artefact?]
O=C(O)C1CC(c2ccccc2)=NO1 (stereo unspecified)	0	1.4	2	-1	18	3	-1	8	100
CC(=O)c1coc2c1cc(O)c1ccccc12	3	1.2	-2	0	-1	3	-1	4	97
COc1ccc(C2=NOC(C(=O)Nc3cc(Br)ccc3O)C2)cc1OC (stereo unspecified)	.	1.1	13	1	5	10	-14	.	94
CC(=O)Nc1cccc(S(=O)(=O)N2CCCCCC2)c1	2	.	-9	.	.	.	12	-39	.
CCc1ccc2oc(=O)cc(CN3CCN(CCO)CC3)c2c1	1	1.1	-6	25[fluorescence artefact?]	-17	7	5	-12	89[fluorescence artefact?]
O=[N+]([O-])c1ccc(N2CCN(c3ccc(Cl)nn3)CC2)c(Cl)c1	-5	1	11	-11	-11	8	-12	18	103
O=S(=O)(NCC(c1cccnc1)N1CCN(c2ccc(F)cc2)CC1)c1ccc(F)cc1 (stereo unspecified)	-4	1.1	-6	.	.	.	6	-4	.
O=C(NC1CCC(NC(=O)C(F)(F)C(F)F)CC1)C(F)(F)C(F)F (stereo unspecified)	3	1.1	.	-5	-12	12	.	18	123
COc1ccc(-c2cc(C(F)(F)F)c(C#N)c(SCC(=O)Nc3ccccc3C#N)n2)cc1	7	.	-2	.	.	.	6	4	.
COC(=O)CNC(=O)Cn1cnc2sc(C)c(S(=O)(=O)N3CCC(C)CC3)c2c1=O	.	1.1	-3	0[fluorescence artefact?]	7	8	2	.	109[fluorescence artefact?]
CCSc1nnc(NC(=O)CSc2nc(CC)nc3c2c(=O)n(C)c(=O)n3C)s1	3	1	-14	1	-19[fluorescence artefact?]	2	16	7	254*

Random excerpt: 6 compounds from above, in no set order.
SMILES	Mac1 fbg enh	MT1-MMP txn act	sEH inhibitor	ERb SRC1 inh	Smad3 inh	Candida biofilm	sEH act	Mac1 fbg inh	ERa coact pot
Cc1nc(NC(=S)NC(=O)c2ccccc2)sc1C(=O)N(C)C	-2	.	-6	.	.	.	8	1	.
CC1(C)CC(=O)c2cc(OCC(=O)NCCCN3CCN(c4ccc(F)cc4)CC3)ccc2O1	-4	0.9	-9	-7	-3	1	11	16	105
CCCCOc1ccccc1Cn1c(=O)oc2ccccc21	5	1	6	1	-19	-3	-4	-27	80[fluorescence artefact?]
COc1ccc(S(=O)(=O)NCCC(=O)NCc2ccc(F)cc2)cc1	-2	1.1	-3	-2[fluorescence artefact?]	-1	5	1	16	128
COc1ccc(-c2cc(C(F)(F)F)c(C#N)c(SCC(=O)Nc3ccccc3C#N)n2)cc1	7	.	-2	.	.	.	6	4	.
CCOc1ccc(N2C(=O)CC(SCCN)C2=O)cc1 (stereo unspecified)	0	1.2	0	0	-18	7	-1	-12	103

This is a subset, so the mix of outcomes need not match the whole.
